Screening results deposited in PubChem by National Center for Advancing Translational Sciences (NCATS).
p53 reactivator = mutant p53 re-activation in reporter cells; H1299 p53-A138V BP100-luciferase reporter, luminescence, 24 h; Potency, µM (series often up to 92.2 µM), inactives show top-dose activity change, positive = activation, most hits filed as activators; 0.063% of 320,000 active; AID 504706; also: potency is read from the fitted curve at half-maximal effect; % of control where 0% means no effect; nearly all actives have a fitted effect of over 45% in size
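H1299 (p53-null), stable ts p53-A138V + BP100-Luc; 1000 cells/well, Opti-MEM/10% FBS; cpd 4 pt, 1:5; 24 h, 37 deg C, 5% CO2; detection reagent 10 min RT; luminescence.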
RORg inh = blocks mouse ROR gamma transcriptional activity; P51450; Drosophila S2 Gal4-RORgamma UAS-luciferase reporter, 20 h; Potency, µM (highest dose often 53.6 µM), inactives show at the highest dose activity change, negative = inhibition, usual class: inhibitors; 5.4% of 310,000 active; AID 2551; also: potency is read from the fitted curve at half-maximal effect; % is scaled to controls: 0 for no effect and ±100 for the full control effect; nearly all actives have a fitted effect of over 60% in size
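In this cell-based reporter format, copper sulfate (700 uM final) drives Gal4–ROR gamma fusion expression from a metallothionein promoter in Drosophila Schneider cells; compounds preincubated 1 hr, reporter read after 20 hr at ambient temperature.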
NPC1 promoter act = NPC1 promoter activation. Huh7 NPC1 promoter luciferase reporter, 24 h. Potency, µM (titrated, usually from 9.22 µM), for inactives: at the highest dose activation, actives largely listed as activators. 2.4% of 320,000 active. AID 485313;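 also: potency is read from the fitted curve at half-maximal effect; % of control where 0% means no effect; nearly all actives have a fitted effect of over 60% in size; reporter is driven by a mutant NPC1 promoter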
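Huh7 reporter cells (NPC1 promoter driving luciferase) are dosed with compound for 24 h at 37 °C, 5% CO2; luciferase detection reagent is then added and luminescence measured after 10 min at ambient temperature.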
Rab9 prom act = Rab9 promoter activation; 2.8% of 320,000 active; AID 485297; Huh7 Rab9 promoter-luciferase reporter, luminescence, 24 h; Potency, µM (series often up to 9.22 µM), for the others: top-dose activation, negative = inhibition, hits mostly activators; also: potency is read from the fitted curve at half-maximal effect; % of control where 0% means no effect; nearly all actives have a fitted effect of over 60% in size
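Measured in stably transfected Huh7 cells bearing a Rab9 promoter–luciferase construct: 24 h compound treatment at 37 °C, followed by luminescence detection.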
Giardia killer = kills Giardia lamblia | Giardia lamblia trophozoite viability | activity change, % at 7.66 µM, hits read low | 0.15% of 340,000 active; in the data active = activity change below about -80%; inconclusive = between about -30% and that limit;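 also: parasites exposed to compound for two days anaerobically before the ATP read; % is scaled to controls: 0 for no effect and ±100 for the full control effect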
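Viability, read as ATP luminescence: trophozoites at 100 cells/well, compound added, 48 hrs anaerobic at 37 deg C, then 15-30 min room-temperature development before reading.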
BRCA1 expr up = increases BRCA1 expression. MCF7-BRCA1-FFLuc reporter, luminescence, 48 h; response scale: scaled: vehicle 0%, 10 µM genistein 100%. Potency, µM (titrated, usually from 46.1 µM), for the others: top-dose activation, actives largely listed as activators. 1.1% of 380,000 active. AID 624202; also: potency is read from the fitted curve at half-maximal effect; nearly all actives have a fitted effect of over 80% in size; some results filed as inactive show a strong effect at the top dose
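48 h compound treatment of MCF7-BRCA1-FFLuc cells (phenol-red free MEM, 37 °C), then 15 min with luciferase substrate and luminescence imaging.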
ELG1 genotox = inducers of genotoxicity in HEK293T ELG1-luciferase cells | HEK293T ELG1-luciferase reporter, luminescence, 16 h | Potency, µM (titrated, usually from 46 µM), without a hit: at the top dose activity change, positive = activation, hits mostly activators | 1.3% of 330,000 active | AID 504466; also: potency is read from the fitted curve at half-maximal effect; % of control where 0% means no effect; nearly all actives have a fitted effect of over 60% in size
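16 hr compound incubation (37 °C, 5% CO2) of HEK293T cells carrying luciferase-tagged ELG1; luciferase then measured by ONE-Glo luminescence after 30 min at RT.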
Menin MLL FP TR = menin-MLL binding inhibition, Texas Red mutant peptide | O00255 | Menin + Texas Red MLL mutant peptide, fluorescence polarization | Potency, µM (doses to about 61.6 µM), without a hit: top-dose FP activity change, negative = inhibition, actives largely listed as inhibitors | 0.23% of 270,000 active | AID 1768; active = well fitted inhibition curve with a large enough effect in the polarisation, with a control signal flat, not every such curve was filed as active; inconclusive = small, poorly fitted or top-dose-only effect, or effect the other way, or a change in a side signal; inactive = no such curve, though single readings can be large or run the other way; the % refers to the polarisation; also: potency is read from the fitted curve at half-maximal effect; % of control where 0% means no effect; many of its hits are not listed in these tables
Target sequence (O00255 whole entry, looked up): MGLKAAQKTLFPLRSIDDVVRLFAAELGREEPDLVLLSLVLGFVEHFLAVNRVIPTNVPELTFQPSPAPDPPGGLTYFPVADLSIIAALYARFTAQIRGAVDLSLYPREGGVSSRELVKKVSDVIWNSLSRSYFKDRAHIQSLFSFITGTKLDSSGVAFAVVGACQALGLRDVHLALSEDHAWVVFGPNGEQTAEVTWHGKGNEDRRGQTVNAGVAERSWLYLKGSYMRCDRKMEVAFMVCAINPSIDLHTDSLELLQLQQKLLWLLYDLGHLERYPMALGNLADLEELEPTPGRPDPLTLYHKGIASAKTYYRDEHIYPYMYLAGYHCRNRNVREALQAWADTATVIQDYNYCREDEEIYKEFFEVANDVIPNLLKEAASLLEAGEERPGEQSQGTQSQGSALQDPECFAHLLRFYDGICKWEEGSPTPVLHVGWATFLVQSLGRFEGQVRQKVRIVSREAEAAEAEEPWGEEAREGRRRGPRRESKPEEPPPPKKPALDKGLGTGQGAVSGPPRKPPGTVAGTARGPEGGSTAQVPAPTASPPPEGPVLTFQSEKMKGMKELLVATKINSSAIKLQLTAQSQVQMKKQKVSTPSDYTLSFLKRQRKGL
VP16 counter = inhibits Gal4-VP16 luciferase reporter, ROR gamma counter-screen | Drosophila S2 Gal4-VP16 UAS-luciferase, luminescence, 20 h | Potency, µM (highest dose often 53.6 µM), inactives show at the highest dose activity, negative = inhibition, actives largely listed as inhibitors | 3.5% of 310,000 active;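 also: Gal4-VP16 expression switched on by copper sulfate through the metallothionein promoter; potency is read from the fitted curve at half-maximal effect; % is scaled to controls: 0 for no effect and ±100 for the full control effect; nearly all actives have a fitted effect of over 50% in size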
FLuc modulator = firefly luciferase modulation, counter-screen for miR-21 project; purified FLuc, Km substrates, luminescence inhibition; Potency, µM (highest dose often 57.5 µM), inactives show top-dose activity change, negative = inhibition, usual class: inhibitors; 6.9% of 360,000 active;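 also: potency is read from the fitted curve at half-maximal effect; plate controls were vehicle for no effect and reference inhibitor for full effect; nearly all actives have a fitted effect of over 55% in size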
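Purified P. pyralis luciferase (10nM final) with 10uM D-luciferin and 10uM ATP (Km levels) in 50mM Tris acetate pH 7.5, 10mM Mg acetate, 0.01% Tween-20, 0.05% BSA; qHTS 6-point titration, ~60 µM downward; luminescence read.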
PKM2 activator = PKM2 (human) enzyme activation | P14618 | purified PKM2, Kinase-Glo ATP luminescence, activation; response scale: 0% is enzyme alone, no compound | Potency, µM (highest dose often 57.5 µM), without a hit: at the highest dose activation, hits mostly activators | 0.34% of 260,000 active | AID 1631; also: potency is read from the fitted curve at half-maximal effect; % is scaled to controls: 0 for no effect and ±100 for the full control effect; nearly all actives have a fitted effect of over 55% in size
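Purified hPK-M2 (>95% pure) converted ADP (0.1 mM final) to ATP with 0.5 mM PEP in 50 mM imidazole pH7.2, KCl, MgCl2, Tween 20, BSA; 1 h at room temperature. ATP detected by Kinase-Glo luminescence.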
Active calls of the source: *; ? = inconclusive; · = no result given; [ ] = remark or other dose. Unless noted, calls follow the shape of the dose curve; as a rule, active = well fitted curve in the direction sought with a large enough effect; inconclusive = small, poorly fitted or top-dose-only effect, or another doubt; inactive = no such curve, though single readings can be large; an effect the other way counts as inactive or inconclusive. The list is partial, so the mix of outcomes need not match the whole.

Each structure is followed by: p53 reactivator, RORg inh, NPC1 promoter act, Rab9 prom act, Giardia killer, BRCA1 expr up, ELG1 genotox, Menin MLL FP TR, VP16 counter, FLuc modulator, PKM2 activator
> NS(=O)(=O)c1ccc(N/C=C\C(=O)c2ccncc2)cc1
→ 5%, -2%, 9%, -2%, -4, 10%, 2%, 20%, -7%, -12%, 12%
> Oc1c(Cl)cc(Cl)cc1C=Nc1ccc2c(c1)OCCO2
→ ?, 14µM*, 0%, -7%, -2, -46%, 15%, ·, -20%, 27µM*, -2%
> COC(=O)c1ccc(/C=C(\C#N)C(=O)NC(C)c2ccccc2)cc1 (configuration not stated)
→ -28%, 0.5µM*, -9%, 0%, 3, -42%, -16%, 0%, 4.5µM*, -11%, 19%
> COc1ccccc1NC(=O)COC(=O)c1c[nH]c(=O)[nH]c1=O
→ 2%, -8%, 2%, 0%, 2, 2%, 0%, ·, -5%, -4%, 2%
> Cc1nc2cc(C)c(C)cc2s1
→ 7%, -26%, -13%, 2%, -15, -8%, 1%, 8%, 0%, ?, 2%
> O=C(c1ccccc1)c1c[nH]c2ccccc12
→ 6%, ?, 26%, 25%, -17, 58%, 11%, 13%, 23%, ?, ·
> O=C(NNC(=O)c1cccc2ccccc12)c1ccc2c(c1)OCO2
→ 11%, 21%, 27%, ?, -14, ?, 18%, ·, 11%, ?, -1%
> CCCn1cnc2cc(NCc3cccc(OC)c3O)ccc21
→ ?, ?, 18%, -3%, -4, 13%, ?, -13%, ?, 12µM*, 12%
> COC(=O)c1sccc1NC(=O)CSCCc1ccncc1
→ 2%, 6%, -1%, -3%, 11, 12%, -8%, 0%, -6%, -3%, 2%
> CCOC(=O)C1=C(C)OC(N)=C(C(=O)OCC)C1c1ccncc1 (configuration not stated)
→ -6%, -2%, 7%, -2%, 1, -11%, 0%, -4%, ?, -5%, 1%
> CC(C)CNS(=O)(=O)c1ccc(C(=O)Nc2ccc3c(c2)OCO3)cc1
→ 1%, ?, -9%, -4%, 1, 0%, 4%, ?, 7%, 1%, 0%
> COc1cccc(CN2CCN(C(=O)c3cccs3)CC2)c1OC
→ 9%, 13%, -1%, 8%, 6, 9%, 11%, -1%, 2%, 0%, 0%
> CC(C)(C)CN1C(=O)C(=O)NC[C@H]1Cc1ccc(O)cc1
→ 2%, 15%, 0%, -6%, -9, 6%, 2%, ·, -1%, -2%, -6%
> CCOc1ccc(CCNC(=O)C2CCCN(S(=O)(=O)N3CCOCC3)C2)cc1OCC (configuration not stated)
→ 8%, -7%, -3%, 4%, ?, -8%, -6%, -23%, -10%, 2%, -4%
> CCc1nc2nc(C)cc(Nc3cccc(C(F)(F)F)c3)n2n1
→ 7%, ?, 1%, -4%, 1, 0%, -6%, 0%, ?, 6%, 1%
> O=C(CN1CCCCC1)N1CCN(C(=O)CN2CCCCC2)CC1
→ 2%, -17%, -1%, -2%, ·, ·, 0%, 6%, -5%, 4%, -5%
> Nc1cc(=O)[nH]c(SCC(=O)Nc2ccc([N+](=O)[O-])cc2)n1
→ 0%, 16%, 1%, -2%, 4, 9%, 1%, ·, 0%, 0%, 1%
> CN(C)c1ccc(C=C(c2nnnn2-c2ccccc2)c2nnnn2-c2ccccc2)cc1
→ -11%, 1%, -2%, -4%, 3, -21%, -7%, -8%, -1%, 6%, 2%
> COC(=O)Nc1ccc(S(=O)(=O)N2CCC(C(=O)N3CCC(C)CC3)CC2)cc1
→ -1%, 20%, -5%, 20%, 20, -36%, -1%, -7%, -7%, -1%, 4%
> COC(=O)c1ccc(Cl)c(NC(=O)Cc2ccccc2[N+](=O)[O-])c1
→ -18%, 3%, 2%, -1%, -6, -46%, 1%, -29%, -10%, 1%, 6%
> CCOc1ccccc1OC(=O)CN1C(=O)c2ccccc2C1=O
→ 12%, -25%[1.91 µM], -4%, -3%, 5, 1%, 2%, 4%, -2%, 3%, -1%
> Cc1ncc(CO)c(/C=N/N=C/c2ccccc2O)c1O
→ ?, 4%, 1%, -3%, -12, 13%, ?, -12%, 18%, 2.4µM*, -1%
> O=C(NCCc1ccccc1)C1c2ccccc2C(=O)N1C1CC1 (configuration not stated)
→ 14%, 9%, 1%, 3%, -1, -24%, -1%, 11%, -3%, -1%, -28%
> CCN1C(=O)CC(N2CCC(c3nc4ccccc4[nH]3)CC2)C1=O (configuration not stated)
→ -4%, -12%, -10%, 2%, -15, -6%, 7%, -1%, 4%, -19%, -1%
> Cc1ccc([C@@H]2[C@@H]3C(=O)N(c4ccccc4)C(=O)[C@@H]3[C@]3(C)C(=O)N(Cc4ccccc4)CC(=O)N23)o1
→ 9%, -13%, -1%, -1%, 19, 6%, 0%, -1%, -19%, 2%, -1%
> O=C(CCc1ccccc1)OCC(=O)c1ccc([N+](=O)[O-])cc1
→ -1%, 34%, -5%, 1%, 1, 0%, 2%, 12%, 8%, -1%, -3%
> COc1ccc(C(CNC(=O)C(Cc2ccccc2)NC(N)=O)N(C)C)cc1 (configuration not stated)
→ -5%, -11%, -6%, 1%, 1, 1%, -3%, -17%, -7%, 3%, ·
> COc1ccc(C(=O)N2CCOC2CNC(=O)C(=O)NCc2ccco2)cc1 (configuration not stated)
→ -2%, -2%, 1%, -5%, 17, -5%, 3%, -9%, -2%, -3%, 2%
> COc1cc2ncnc(NCc3ccc(F)cc3)c2cc1OC
→ -11%, -15%, -4%, -2%, -3, -22%, 2%, 14%, 4%, 1%, ·
> O=C(COC(=O)Cc1ccc(F)cc1)NC1CCCC1
→ 4%, ·, 1%, -7%, -14, -7%, 1%, ·, ·, 0%, ·
> Cc1noc(C(=O)NCc2cccnc2)c1Cl
→ -7%, -24%, -2%, -4%, 16, 0%, 0%, 3%, 4%, 3%, -3%
> COC(=O)c1ccc2c(c1)NC(=O)c1ccccc1S2
→ -8%, -1%, -5%, -3%, 5, -5%, 1%, -28%, 0%, -2%, ·
> O=C1CN(C(=O)c2cnccn2)c2ccccc2N1
→ 4%, 17%, 27%, -1%, 7, 0%, 2%, -6%, 4%, -3%, -1%
> CC/C(=N\Nc1nncc2ccccc12)c1ccc(F)cc1
→ ?, -31%, ?, ?, -1, ?, 16µM*, ?, ?, 12µM*, -3%
> O=c1cc[nH]c2cc(C(F)(F)F)ccc12
→ -2%, -1%, 3%, -1%, 4, 8%, -2%, 0%, -10%, 0%, 3%
> CCOC(=O)CC(C#N)c1c[nH]c2ccccc12 (configuration not stated)
→ 5%, 13%, 0%, 0%, -1, 1%, 1%, 7%, 3%, 4%, 5%
> CC(=O)c1cc(C)ccc1OC(=O)CCN1C(=O)C2C3c4ccccc4C(c4ccccc43)C2C1=O (configuration not stated)
→ 5%, -20%, 1%, 4%, -15, 0%, 1%, ?, -8%, -1%, -3%
> C=CCn1c(SCC(=O)NCC(=O)OCC)nnc1-c1cccc(OC)c1
→ 1%, -15%, -3%, -2%, -5, -3%, -3%, -13%, 6%, 4%, -5%
> COc1ccc(C(C)=O)cc1CSc1ccc(S(=O)(=O)N2CCCCC2)cn1
→ -13%, ·, -1%, 4%, 28, -30%, -3%, ·, ·, ·, ·
> COCC(C)NS(=O)(=O)c1ccc(NC(=O)c2ccccn2)cc1 (configuration not stated)
→ 2%, 29%, -8%, 0%, -15, 25%, 0%, ·, -1%, 1%, 0%
> O=C(CN1C(=O)c2ccccc2S1(=O)=O)NCCc1ccccc1
→ 6%, 1%, 19%, 7%, -3, 2%, 7%, ·, -2%, 0%, ·
> CC/C(=N\NC(=O)Nc1ccccc1)c1ccccc1
→ 9%, 22%, 1%, -2%, -11, -18%, 0%, -6%, -29%, 3%, -1%
> NS(=O)(=O)c1cccc(NC(=O)CCCC2CCCCC2)c1
→ 13%, 3%, 11%, 16%, -8, 5%, 12%, 33%[activator], 0%, ?, 4%
> CCN(CC)C(=O)CSc1nnc(CCNC(=O)OC(C)(C)C)o1
→ 21%, 31%, 3%, 2%, -12, 7%, -1%, 5%, -14%, 0%, -4%
> Cc1nn(CC(=O)NCCN2CCOCC2)c(=O)c2ccccc12
→ -8%, 0%, -5%, 0%, -4, -23%, 1%, 7%, 3%, 0%, 2%
> O=C(CN(Cc1ccccc1)C(=O)CCC(=O)Nc1nccs1)NCC1CCCO1 (configuration not stated)
→ 1%, -4%, -3%, 3%, 34[activator], -23%, -1%, ·, -1%, 2%, ·
